WT yeast gro inh = growth inhibition of WT yeast, mitochondrial fusion screen. mitochondrial fusion phenotypic screen, WT strain. inhibition, % at 10 µM. 190,000 tested, 2.1% active. AID 1362; in the data active = inhibition above about 58%; tested in S. cerevisiae
M1AAP inhibition = malaria alanyl aminopeptidase activity blockers – biochemical, fluorogenic H-Leu-NHMec substrate, 1536-well (AID 1445). recombinant M1AAP, H-Leu-NHMec fluorogenic kinetic assay; higher % means a stronger effect. inhibition, % at 30 µM; hits with a dose series show IC50 in µM. 220,000 tested, 0.42% active;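 active = primary inhibition above the hit cutoff, then over 50% inhibition at one or more dose response concentrations, cut at about 23% in these data, passing the limit was not always enough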;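 note: plate controls were DMSO full reaction for no effect and no enzyme background for full effect; strong numbers were not always called active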
M17LAP inhibition = P. falciparum M17LAP inhibitors, primary screen, biochemical, fluorogenic H-Leu-NHMec substrate, 1536-well (AID 1619) | recombinant M17LAP, H-Leu-NHMec fluorogenic kinetic assay; higher % means a stronger effect | one-dose inhibition, % at 30 µM; IC50 in µM for titrated hits | 220,000 tested, 0.38% active;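 active = compound inhibiting the enzyme by more than half at any dose during confirmatory dose-response retesting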;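 note: plate controls were full reaction with DMSO carrier for no effect and no enzyme background for full effect; strong numbers were not always called active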
Dynein transport = dynein cargo transport inhibition. 3617.4 mouse cells, GR-EGFP nuclear translocation imaging; test concentration mostly 20 µM; stimulated with dexamethasone, 1 µM; active compounds read low. z-score, hits read low. 220,000 tested, 0.47% active. AID 1381;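 active = plate z-score of nuclear minus cytoplasmic receptor signal below a set negative limit, without overly bright fluorescence or cell loss, cut at about -3.5 in these data, passing the limit was not always enough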;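 note: z-score of nuclear minus cytoplasmic ring GR-EGFP intensity difference per well; some compounds called inactive have numbers as strong as hits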
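Buffer or medium: tet-free, stripped-serum medium; reagent: dexamethasone at 1.0 µM final, 30 min; incubation: 48 h induction, 1 h compound, 30 min dex at 37 °C; measured by: formaldehyde fixation, Hoechst nuclear stain, 10x automated fluorescence imaging; read-out: nuclear-to-cytoplasmic GR-EGFP distribution per well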
Autophagy mod = alters autophagy in cells; MEF GFP-LC3 puncta imaging; test concentration mostly 10 µM; calls only at 10 µM (by protocol); 190,000 tested, 0.98% active;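 active = percentage of spot-positive cells more than 3 SD above its plate mean, without a fluorescence outlier flag or 80% toxicity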;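 note: spot-positive cell cutoff set from DMSO-treated cells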
bCat nuc transl = modulators of beta-catenin nuclear translocation. nuclear translocation activity, % at 5 µM. AID 1665. HeLa beta-catenin nuclear translocation, immunofluorescence imaging. 190,000 tested, 0.3% active;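 active = nuclear translocation activity above 50% at 5 µM, with a well cell count of 50 or more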;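 note: per-cell ratio of nuclear to cytoplasmic median beta-catenin stain intensity; plate controls were DMSO negative control for no effect and GSK-3 inhibitor IX positive control for full effect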
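Test system: human HeLa cells, endogenous beta-catenin. Times: 24 h compound exposure, 37°C. Measured by: beta-catenin immunofluorescence imaging with DAPI.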
MT stabilizer = microtubule stabilization, imaging screen; HeLa tubulin immunostaining HCS, 24 h; share of cells brighter than vehicle mean+2SD; 200,000 tested, 0.83% active; % tubulin-high responders, % at 10 µM;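 active = plate Z-score above 3 for both tubulin-high and condensed-nucleus cell shares, with cell loss under 80%, at 10 µM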;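 note: anti alpha tubulin signal scored within the nucleus-defined area of each cell; some results filed as inactive read as strong as hits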
Yfh1-depleted yeast = mitochondrial function rescue without frataxin homolog – Friedreich's ataxia, plus single-dose screen, dose response (AID 1465) | S. cerevisiae Yfh1-off respiration, WST-1 reduction, 72 h; higher fold induction means a stronger effect | one-dose fold induction at 50 µM; EC50 in µM for titrated hits | 220,000 tested, 0.074% active;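 active = fold induction of absorbance versus untreated yeast above a set limit, then at least 30% activation at any dose in follow-up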;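 note: activators that raise dye reduction in frataxin-depleted yeast; strong numbers were not always called active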
T cell HTS = modulates CD8 T cell binding to vesicles; 2C CD8+ T cell-vesicle binding, flow cytometry; active compounds read low; AID 2052; 330,000 tested, 0.068% active; calls only at 7 µM;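 active = response, share of CD8 T cells binding vesicles, and their 90th percentile fluorescence all below set limits, cut at about 80% in these data, passing the limit was not always enough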
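Also added: QL9-peptide-loaded Drosophila micro-vesicles bearing Ld, ICAM-1 and B7-1; Test system: purified 2C TCR transgenic mouse naive CD8+ T cells; Measured by: cytometric PE anti-B7-1 and Alexa647 anti-CD8 signals after 1% paraformaldehyde fixation; Timing: binding step 1.5 h, 37 °C, antibody labelling 20 min, ice.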
WT yeast gro inh mutant strain = further read-out of WT yeast gro inh, marked with its call; inhibition, %; mitochondrial fusion phenotypic screen, mutant strain inhibition
Dynein transport cytoplasmic EGFP = further read-out of Dynein transport, marked with its call; z-score; measured here: cytoplasmic GR-EGFP intensity; active compounds read high
Dynein transport nuclear GR-EGFP = also measured in Dynein transport; calls as there; z-score; measured here: nuclear GR-EGFP intensity;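 lower value marks the stronger effect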
Dynein transport cell count = also measured in Dynein transport; calls as there; z-score; measured here: cell count per field
bCat nuc transl cell count 5 µM = further read-out of bCat nuc transl, marked with its call; cell count; measured here: cell count, cytotoxicity flag
T cell HTS vesicle-bound % = second read-out of T cell HTS, no call of its own (marks repeat the call); double positive events, %; measured here: CD8+ vesicle-bound cell fraction;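 binding gate set so that unloaded-vesicle control wells show 10% double positive cells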
MT stabilizer Hoechst-high % = further read-out of MT stabilizer, marked with its call; % Hoechst-high responders; measured here: nuclear condensation Hoechst responders;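 share of cells brighter than vehicle mean plus two SD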
MT stabilizer cytotoxicity % = further read-out of MT stabilizer, marked with its call; toxicity, %; measured here: cytotoxicity by cell density;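 0% = mean cell density of plate MIN control wells and 100% = no cells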
Autophagy mod cell loss 18 h = second read-out of Autophagy mod, no call of its own (marks repeat the call); toxicity, %; measured here: cell loss, nuclei count;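 cell loss after 18 h compound exposure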
The depositor's hits bear a star; i = inactive; . = no result given. Random draw from the library (roughly 4.4% active in at least one column).

SMILES	WT yeast gro inh	WT yeast gro inh mutant strain	M1AAP inhibition	M17LAP inhibition	Dynein transport	Dynein transport cytoplasmic EGFP	Dynein transport nuclear GR-EGFP	Dynein transport cell count	Autophagy mod	Autophagy mod cell loss 18 h	bCat nuc transl	bCat nuc transl cell count 5 µM	MT stabilizer	MT stabilizer Hoechst-high %	MT stabilizer cytotoxicity %	Yfh1-depleted yeast	T cell HTS	T cell HTS vesicle-bound %
O=C1NCCCc2nc(Oc3ccccc3)sc21	-3	7	5%	-4%	-0.68	-0.2	-0.098	0.45	i	3	-7.0	1046	2.1	1.5	8.4	i	i	20
O=S(=O)(CC(CN1CCCCC1)N1CCCCC1)c1ccc2ccccc2c1 (stereo unspecified)	-28	-1	3%	14%	-2.1	0.5	-0.84	0.51	i	21	-4.0	1029	2.5	3.0	1.7	i	.	.
CN1CCCCCC1C(=O)N1CCC(N2CCC(C(=O)N3CCOCC3)CC2)CC1 (stereo unspecified)	4	11	9%	3%	1.7	-0.2	1.2	-1.4	i	5	-1.0	1214	2.9	1.5	5.9	i	i	6
Cc1nnc(SCC(=O)NC(=O)NCCC(C)C)s1	8	-11	1%	10%	0.6	-0.2	0.35	-0.071	i	-9	-2.3	1099	1.9	1.5	3.3	i	i	53
CN1C(=S)SC(C)(C)C1/[N+]([O-])=C/c1cccnc1 (stereo unspecified)	7	3	10%	9%	2.7	-0.23	0.62	-0.56	i	-1	-2.1	1087	2.6	1.1	5.4	i	i	22
COC(=O)C(C(=O)Nc1nc2ccccc2s1)C1CCCC1 (stereo unspecified)	-17	-3	-2%	16%	-0.69	-0.3	0.075	0.38	i	16	-4.8	1059	3.1	2.0	6.4	i	i	65
Cc1nc2c(ncn2-c2ccccc2)c(=O)n1NC(=O)CN1CCN(C)CC1	.	.	-2%	-6%	0.5	-0.23	0.75	-0.87	.	.	-0.7	1383	.	.	.	i	i	14
Cc1ccc(OC(=O)c2ccc(Br)o2)cc1	7	8	1%	5%	-0.19	-0.18	-0.82	0.24	i	-7	-2.3	1349	2.1	1.8	7.1	i	i	9
CCN(CC)CCNC(=O)COc1ccc(Cl)cc1Cl	-33	1	14%	-8%	-0.14	-0.25	-0.93	0.71	i	-3	-0.7	1263	2.8	1.5	0.7	i	i	38
O=C(/C=C/c1cccs1)Nc1scc(-c2ccccc2)c1C(=O)O	3	-2	20%	12%	-0.35	0.27	0.046	-0.33	i	-1	-1.0	1028	2.9	2.4	4.1	i	.	.
O=C1CCCN1CCCNC(=S)Nc1ccc(Br)cc1Cl	-24	-28	12%	11%	-0.049	-0.21	-0.16	0.22	i	-8	1.4	1551	1.8	3.3	2.2	i	i	25
CC1=CC(=O)C(C(C)C)=C/C1=N/OS(=O)(=O)c1ccccc1	.	.	2%	7%	-4.2*	3.1*	-1.5*	-0.3*	.	.	0.8	1395	.	.	.	i	i	19
O=C(CSc1nnc(-c2c[nH]c3ccccc23)n1CC1CCCO1)Nc1ccc2c(c1)OCCO2 (stereo unspecified)	-4	9	0%	7%	-0.17	-0.26	0.13	0.29	i	-1	.	.	2.7	2.1	5.7	i	i	52
CN(C)CCCN(C(=O)c1ccc2c(c1)CCCC2)c1nc2c(F)cccc2s1	27	9	2%	2%	-2.7	-0.021	-1.1	-0.055	i	-15	1.1	1030	2.6	3.9	5.0	i	i	15
CN(CCC#N)Cc1cc(=O)oc2ccc3ccccc3c12	.	.	0%	-2%	-0.82	-0.21	-0.59	0.66	.	.	0.6	1244	.	.	.	i	i	6
COc1ccc(Nc2nc(N)nc(CN3CCN(c4ccc(F)cc4)CC3)n2)cc1	-2	-8	1%	-3%	1.1	-0.33	0.81	-0.29	i	14	-0.3	995	1.8	2.4	7.9	i	i	54
CC(C)n1c(=S)[nH]c2scc(-c3cccs3)c2c1=O	.	.	1%	2%	-0.42	1.7	0.056	0.47	.	.	2.0	920	.	.	.	i	i	45
Cc1ccc(CC2CC(=O)N(c3ncccn3)C2=O)cc1 (stereo unspecified)	.	.	0%	3%	0.79	-0.21	0.98	-0.24	.	.	-1.8	1306	.	.	.	i	i	43
Fc1ccc(-c2csc(-c3ccc(C4SCCS4)cc3)n2)cc1F	.	.	3%	-1%	-1.1	-0.2	-0.67	0.44	.	.	-3.5	1293	.	.	.	i	i	12
Oc1ccc(-c2nc3ccccn3c2NCc2ccco2)cc1	-7	-12	8%	-52%	-0.48	-0.19	0.59	-0.35	i	13	-0.7	911	2.8	2.7	7.4	i	i	42
Cc1ccc(NS(=O)(=O)c2cccc(C(=O)NNC(=O)NC3CCCCC3)c2)c(C)c1	-9	-8	-1%	-9%	-0.1	-0.29	-0.4	0.49	i	-5	-1.6	546	3.3	3.6	14	i	i	33
O=c1cc(NCCc2ccccc2)c2ccccc2o1	46	11	-2%	2%	-0.92	-0.35	-0.53	0.98	i	2	-0.7	1541	1.1	1.7	7.9	i	i	49
O=[N+]([O-])c1ccc2c(c1)C=C1CCCCC1(N1CCCC1)O2 (stereo unspecified)	1	15	2%	4%	-0.28	-0.23	0.027	0.044	i	-8	-0.7	1118	2.2	1.3	8.4	i	i	41
CCC(=O)Nc1ccc(-c2nnc(SCC(=O)Nc3nccs3)n2C)cc1	6	-12	3%	3%	-0.14	-0.18	0.19	-0.7	i	11	-1.0	948	5.0	2.2	9.3	i	i	45
Cc1cc(C)cc(OCc2nnc(SCC(=O)N3CCN(c4ccccc4)CC3)o2)c1	-16	-18	1%	-9%	1	-0.23	0.99	-1.1	i	0	.	.	2.4	2.3	5.1	i	i	55
COc1ccc(N=C2C(=Nc3ccc(OC)cc3)N(c3ccc(OC)cc3)C(=S)N2C(=O)c2ccc(OC)cc2)cc1	12	-5	4%	-4%	0.54	-0.25	0.073	0.22	i	-7	4.7	541	3.5	1.8	0.4	i	i	19
O=C(Nc1ccccc1N1CCCCC1)c1ccccc1F	81*	48*	2%	-2%	-0.084	-0.38	-0.14	0.82	i	5	-3.9	850	2.9	1.6	2.8	i	i	57
CCN(CC)CC(O)c1cccn1-c1ccc(CNC(=O)NC(C)C)cc1 (stereo unspecified)	-15	-8	3%	-4%	-0.46	-0.29	-0.16	0.68	i	-25	1.7	1060	1.7	2.0	2.1	i	i	64
CC(=O)C1=C(C)N(CC2CC2)C(=O)N[C@H]1c1cccs1	-6	-12	-1%	0%	0.037	-0.29	0.36	0.7	i	6	.	.	3.9	2.9	4.6	i	i	28
COc1ccc(CN=C(NS(=O)(=O)c2cccs2)SC)cc1	-20	-11	3%	-6%	0.36	-0.27	0.029	0.044	i	-4	-1.7	1214	4.5	2.9	5.8	i	i	45
N#CC(C(=O)OC1CCCCC1)c1nc2ccccc2nc1N1CCOCC1 (stereo unspecified)	-4	17	2%	11%	-0.91	-0.3	-0.35	0.71	i	19	-1.8	935	4.2	3.8	9.6	i	i	10
Cc1ccc(S(=O)(=O)NC(=O)c2ccccc2)cc1C(C)C	-18	-7	5%	8%	-0.81	-0.32	-0.32	0.21	i	3	0.4	1485	1.9	1.9	1.7	i	i	58
CCCOC(=O)C1=C(C)NC2=C(C(=O)C(C(=O)OC)C(C)C2)C1c1ccc(N(CC)CC)cc1 (stereo unspecified)	-4	-4	7%	10%	0.63	-0.2	0.49	0.75	i	-12	0.5	1101	2.4	1.3	0.3	i	i	10
Cc1cc(C)c(/C=N/NC(N)=O)c(C)c1/C=N/NC(N)=O	-2	21	3%	3%	-0.43	-0.093	-0.37	0.88	i	14	3.0	602	9.0	2.4	21	i	i	53
Cc1sc2ncnc(N(C)Cc3cccs3)c2c1C	50	9	2%	10%	-0.78	-0.11	-0.14	0.78	i	-1	-4.2	1224	1.5	1.0	1.6	i	i	51
COCCn1c(SCC(=O)N2CCCc3ccccc32)nnc1-c1ccoc1C	-25	8	9%	15%	0.81	-0.15	0.55	-0.013	i	2	.	.	3.5	1.8	5.7	i	i	40

Reprinted at random: three compounds from above.
SMILES	WT yeast gro inh	WT yeast gro inh mutant strain	M1AAP inhibition	M17LAP inhibition	Dynein transport	Dynein transport cytoplasmic EGFP	Dynein transport nuclear GR-EGFP	Dynein transport cell count	Autophagy mod	Autophagy mod cell loss 18 h	bCat nuc transl	bCat nuc transl cell count 5 µM	MT stabilizer	MT stabilizer Hoechst-high %	MT stabilizer cytotoxicity %	Yfh1-depleted yeast	T cell HTS	T cell HTS vesicle-bound %
O=C(Nc1ccccc1N1CCCCC1)c1ccccc1F	81*	48*	2%	-2%	-0.084	-0.38	-0.14	0.82	i	5	-3.9	850	2.9	1.6	2.8	i	i	57
CC(=O)C1=C(C)N(CC2CC2)C(=O)N[C@H]1c1cccs1	-6	-12	-1%	0%	0.037	-0.29	0.36	0.7	i	6	.	.	3.9	2.9	4.6	i	i	28
COc1ccc(N=C2C(=Nc3ccc(OC)cc3)N(c3ccc(OC)cc3)C(=S)N2C(=O)c2ccc(OC)cc2)cc1	12	-5	4%	-4%	0.54	-0.25	0.073	0.22	i	-7	4.7	541	3.5	1.8	0.4	i	i	19

Compound activity deposited in PubChem by several laboratories.
